Screening results (PubChem)
Growth percent in the NCI-60 one-dose screen (48 h, 10 µM unless noted): 100 = growth as untreated, 0 = no growth, -100 = all killed.
786-0 – 786-0 renal cancer cells. actives 5.1% (n = 81,000)
PC-3 – PC-3 prostate cancer cells | AID 1794754 | actives 3.9% (n = 80,000)
DU-145 – DU-145 prostate cancer; actives 4.2% (n = 81,000)
SF-295 – SF-295 CNS cancer cells | AID 1794758 | actives 5.6% (n = 79,000)
U251 – U251 CNS tumor cells | AID 1794753 | actives 5.4% (n = 80,000)
UO-31 – UO-31 renal cancer; actives 5.2% (n = 81,000); AID 1794768
SN12C – SN12C renal cancer cells; AID 1794767; actives 3.8% (n = 81,000)
SF-539 – SF-539 CNS cancer; actives 6.8% (n = 81,000)
TK-10 – TK-10 renal cancer cells; AID 1794769; actives 3.9% (n = 81,000)
* hit, by the source's call; . = no result given; & = joins results of further samples. Rule for the calls: active = growth percent below 10; inactive = the rest.

cpd	SMILES	786-0	PC-3	DU-145	SF-295	U251	UO-31	SN12C	SF-539	TK-10
1	CC(C)[C@H](NC(=O)c1cn(CCC2CCCCC2)c2ccccc12)C(N)=O	87	78	89	91	95	43	76	93	83
2	[N-]=[N+]=CC(=O)OCC(N)C(=O)O (stereo unspecified)	25	40	43	30	40	48	30	30	34
3	CC(C)CCC[C@@H](C)C1CCC2C3CCC4=C/C(=N/OC(=O)CCCc5ccc(N(CCCl)CCCl)cc5)CC[C@]4(C)C3CC[C@@]21C (stereo partly specified)	102	99	105	102	107	89	105	105	94
4	CN(C)c1ccc(/C=C/[N+](=O)[O-])cc1	93	95	104	98	95	89	103	86	95
5	O=C(O)c1cc(C(=O)O)cc(S(=O)(=O)F)c1	104	89	105	107	116	96	107	91	110
6	COc1cc(C#N)cc2nc(-c3ccc4c(c3)OCO4)oc12	91	106	98	81	88	91	101	89	105
7	CN(C)NP(=O)(NN(C)C)NN(C)C	113	96	106	.	102	80	109	95	105
8	CC1=C2C(=O)[C@](C)(CO)C=C2C(=O)[C@](C)(O)C12CC2	5.6*	22	7.2*	6.5*	8.4*	-21*	40	4.6*	-6.2*
9	Cc1cc2c(cc1O)C(C)(C)CCC2(C)C	93	95	116	82	98	90	95	101	100
10	CCCCCCCC(=O)OCC/C=C/C1OC1C1OC(=O)/C=C\C=C\c2nc(oc2C)/C=C(/C)CCC2OC2C1OC(=O)NC(C)=O (stereo unspecified)	-54*	-3.3*	-74*	-38*	-34*	2.5*	-100*	-34*	1.9*
11	CS(=O)(=O)C(Cl)(Cl)Cl	94	100	102	100	102	90	98	104	110
12	COc1ccc(OC)c(NC2=N[C@]34CC(=O)CC[C@]3(C)[C@H]3CC[C@]5(C)C(=O)CC[C@H]5[C@@H]3C[C@@H]4S2)c1	95	69	73	87	76	74	90	81	96
13	CCN1C(=O)NC(=O)/C(=C/N(CCO)CCO)C1=O	107	103	117	106	98	92	94	100	83
14	C/C(=C\c1ccccc1)[N+](=O)[O-]	106	91	108	99	96	98	103	95	121
15	CC(=O)Nc1ccc(C=C2C(=O)NC(=S)NC2=O)cc1	97	96	111	.	115	80	106	115	123
16	CNC(=O)Oc1coc(CCl)cc1=O	67	91	111	.	94	105	101	102	75
17	CN(C)c1ccc(C=C2C(=O)NC(=S)NC2=O)cc1	105&106	111&92	107&120	91&96	91&101	78&91	105&98	117&103	111&101
18	c1ccc2c(c1)-c1cccc3cccc-2c13	105	98	115	99	101	96	108	110	100
19	CC(C)(N)Cc1ccccc1Cl	101	93	121	106	105	91	105	98	102
20	Clc1ccc(CSSC(Cl)(Cl)Cl)cc1	100	96	110	117	103	79	98	111	111
21	O=[As]c1ccc(C(=O)O)cc1 (stereo unspecified)	105	99	112	.	96	97	99	96	114
22	O=[N+]([O-])c1ccc(OP(=O)(O)Oc2ccc([N+](=O)[O-])cc2)cc1	114	98	112	148	102	80	101	117	109
23	O=C(O)c1ccc(=O)[nH]c1	100&97	90&103	111&114	96&113	91&98	88&92	96&88	98&89	98&95
24	O=c1c2ccccc2[nH]c(=S)n1-c1cccc(C(F)(F)F)c1	99	87	102	89	91	82	102	91	101

A run of entries of the results above:
cpd	SMILES	786-0	PC-3	DU-145	SF-295	U251	UO-31	SN12C	SF-539	TK-10
23	O=C(O)c1ccc(=O)[nH]c1	100&97	90&103	111&114	96&113	91&98	88&92	96&88	98&89	98&95
24	O=c1c2ccccc2[nH]c(=S)n1-c1cccc(C(F)(F)F)c1	99	87	102	89	91	82	102	91	101

The list goes on:
cpd	SMILES	786-0	PC-3	DU-145	SF-295	U251	UO-31	SN12C	SF-539	TK-10
25	COc1cc2c(cc1OCCCn1c(-c3ccccn3)nc3ccccc31)N=C[C@@H]1CCCN1C2=O	-34*	13	26	-3.1*	-44*	-54*	26	14	-21*
26	CC1CC2CC(=O)CCC2(C)C2CCC3(C)C(CCC3(C)O)C12 (stereo unspecified)	88	84	111	81	101	89	100	94	129
27	CN=C1CN(O)C(c2ccccc2)c2cc(Cl)ccc2N1 (stereo unspecified)	104	85	123	105	106	71	92	106	106
28	O=[N+]([O-])c1cc(Br)c(O)c(Br)c1	102	97	.	100	100	87	106	108	100
29	CCSC[C@H]1C[C@](O)(c2cn(S(=O)(=O)c3ccc(C)cc3)c3ccccc23)C(=O)O1	99	97	110	109	99	93	96	95	97
30	CN1C(=O)[C@@H](NC(=O)c2cc3ccccc3[nH]2)N=C(c2ccccc2)c2ccccc21	49	61	35	56	64	64	84	32	106
31	C#CC1(O)CCCC(C)C1 (stereo unspecified)	95	95	.	104	115	71	101	92	106
32	CN(C)[C@@H]1C(=O)C(C(=O)NCN(CCCl)CCCl)=C(O)[C@@]2(O)C(=O)C3=C(O)c4c(O)cccc4[C@@](C)(O)[C@H]3C[C@@H]12	71&88	71&76	94&89	70&75	65&70	76&83	81&90	69&71	101&76
33	C=CC12CCN(CC1)C(C(O)c1ccnc3ccc(OC)cc13)C2 (stereo unspecified)	79	66	107	72	81	48	83	90	88
34	O=C(O)C(O)(c1ccc(Cl)cc1)C1(O)CCCC1 (stereo unspecified)	121	100	113	100	.	77	102	105	105
35	Cc1ccc(S(=O)(=O)C(Cl)(Cl)Cl)cc1	88	67	109	91	89	97	99	100	89
36	CCc1ccccc1OP(=O)(Oc1ccccc1CC)Oc1ccccc1CC	.	81	113	95	96	.	92	96	101
37	Cc1[nH]c2ccccc2c1CN(C)C	101	89	106	99	98	83	107	106	99
38	CCCN1C(=O)NC(=O)C(CC)(N2C(=O)c3c(F)c(F)c(F)c(F)c3C2=O)C1=O (stereo unspecified)	-58*	-59*	-99*	-69*	-48*	-99*	-73*	-97*	-76*
39	COc1cc(OC)cc(C2(C#N)CCN(C)CC2)c1	99	101	111	105	104	92	99	106	83
40	N#CC(C#N)=Cc1ccc(C#N)cc1	99	92	108	97	95	98	98	98	108

15 structures already listed, arranged by number of heavy atoms, smallest number first:
cpd	SMILES	786-0	PC-3	DU-145	SF-295	U251	UO-31	SN12C	SF-539	TK-10
23	O=C(O)c1ccc(=O)[nH]c1	100&97	90&103	111&114	96&113	91&98	88&92	96&88	98&89	98&95
21	O=[As]c1ccc(C(=O)O)cc1 (stereo unspecified)	105	99	112	.	96	97	99	96	114
28	O=[N+]([O-])c1cc(Br)c(O)c(Br)c1	102	97	.	100	100	87	106	108	100
35	Cc1ccc(S(=O)(=O)C(Cl)(Cl)Cl)cc1	88	67	109	91	89	97	99	100	89
34	O=C(O)C(O)(c1ccc(Cl)cc1)C1(O)CCCC1 (stereo unspecified)	121	100	113	100	.	77	102	105	105
39	COc1cc(OC)cc(C2(C#N)CCN(C)CC2)c1	99	101	111	105	104	92	99	106	83
27	CN=C1CN(O)C(c2ccccc2)c2cc(Cl)ccc2N1 (stereo unspecified)	104	85	123	105	106	71	92	106	106
24	O=c1c2ccccc2[nH]c(=S)n1-c1cccc(C(F)(F)F)c1	99	87	102	89	91	82	102	91	101
22	O=[N+]([O-])c1ccc(OP(=O)(O)Oc2ccc([N+](=O)[O-])cc2)cc1	114	98	112	148	102	80	101	117	109
33	C=CC12CCN(CC1)C(C(O)c1ccnc3ccc(OC)cc13)C2 (stereo unspecified)	79	66	107	72	81	48	83	90	88
38	CCCN1C(=O)NC(=O)C(CC)(N2C(=O)c3c(F)c(F)c(F)c(F)c3C2=O)C1=O (stereo unspecified)	-58*	-59*	-99*	-69*	-48*	-99*	-73*	-97*	-76*
29	CCSC[C@H]1C[C@](O)(c2cn(S(=O)(=O)c3ccc(C)cc3)c3ccccc23)C(=O)O1	99	97	110	109	99	93	96	95	97
30	CN1C(=O)[C@@H](NC(=O)c2cc3ccccc3[nH]2)N=C(c2ccccc2)c2ccccc21	49	61	35	56	64	64	84	32	106
25	COc1cc2c(cc1OCCCn1c(-c3ccccn3)nc3ccccc31)N=C[C@@H]1CCCN1C2=O	-34*	13	26	-3.1*	-44*	-54*	26	14	-21*
32	CN(C)[C@@H]1C(=O)C(C(=O)NCN(CCCl)CCCl)=C(O)[C@@]2(O)C(=O)C3=C(O)c4c(O)cccc4[C@@](C)(O)[C@H]3C[C@@H]12	71&88	71&76	94&89	70&75	65&70	76&83	81&90	69&71	101&76

Next section.
cpd	SMILES	786-0	PC-3	DU-145	SF-295	U251	UO-31	SN12C	SF-539	TK-10
41	CCCCCN(CCCCC)CC(O)c1ccc(Cl)c(C)c1Cl (stereo unspecified)	96	91	126	.	.	66	105	102	109
42	CC(COC(=O)NCc1ccc(Cl)cc1)OC(N)=O (stereo unspecified)	99	84	117	102	95	92	103	103	99
43	COC(=O)[C@H](Cc1c[nH]c2ccccc12)NC(=O)[C@@H](OC)[C@@H]1Cc2cc3cc(OC4CC(OC5CC(O)C(O)C(C)O5)C(O)C(C)O4)c(C)c(O)c3c(O)c2C(=O)[C@H]1OC1CC(OC2CC(OC3CC(C)(O)C(O)C(C)O3)C(O)C(C)O2)C(O)C(C)O1 (stereo partly specified)	1.5*	-10*	13	-6.3*	6.1*	-6.6*	11	-35*	8.1*
44	Cc1cc(C)c(CCN(C)C)c(C)c1C	93&95	87&97	114&106	99&93	94&100	96&92	98	103&104	107&90
45	CC(C)[C@]12CC(=O)[C@@H](C)[C@@H]1C2	105	100	101	98	106	90	103	108	110
46	Nc1ccc(-c2ccc(N)cc2)cc1	104	95	104	121	107	87	112	107	119
47	Cc1cc([N+](=O)[O-])ccc1S(=O)(=O)F	102	100	107	87	104	85	100	107	114
48	CCOC(=O)c1c(C)n(Cc2ccccc2)c2ccc3c(c12)NC(=O)C(CC(=O)O)O3 (stereo unspecified)	98	91	111	100	103	82	96	86	115
49	CCCC(=O)C1(c2ccccc2)CCNCC1	93	93	113	.	98	93	105	95	102
50	O=C1NC(=O)C(=Cc2cccn2CCCCCn2c3ccccc3c(=O)c3ccccc32)C(=O)N1	99	91	113	99	97	79	106	102	101
51	COc1ccc(CNC(=O)CN2CCCC2=O)cc1	107	98	105	102	98	94	95	.	97
52	CCc1nn[nH]n1	.	89	110	111	107	99	110	102	110
53	CN1CCC2(CC1)c1ccccc1-c1ccccc12	102	84	110	83	87	70	83	117	92
54	O=P(O)(O)c1ccccc1	105	105	119	111	105	85	100	106	107
55	NCCc1c[nH]c2ccccc12	101	88	104	102	101	89	91	98	.
56	Cn1c(=O)c2c(nc(NCCCl)n2CC(=O)Nc2ccccc2)n(C)c1=O	84	64	111	101	81	87	93	96	88
57	C1CC[N-]CC1.C1CC[N-]CC1.C1CC[N-]CC1.C1CC[N-]CC1.[Cl][Rh][Cl]	95	39	52	25	20	89	27	53	98
58	O=P(Oc1ccccc1)(Oc1ccccc1)Oc1ccccc1Cl	99	95	104	101	97	87	100	107	89
59	N#CC(CCN1CCCCC1)(c1ccccc1)c1ccccc1	93&108	88&95	103&127	99&107	96&105	80&71	94&107	102&108	93&108
60	c1ccc(CC(c2ccccc2)N2CCCCC2)cc1 (stereo unspecified)	98	96	114	105	106	87	102	114	92
61	CC(C)(O)CNC1CCCCC1	116	100	113	106	109	89	115	106	93
62	CCNC1(c2ccc3c(c2)OCO3)CCCCC1	100	91	104	91	97	96	.	101	97

These rows are one share of the data (hit frequency here may not be typical).
